From PubChem BioAssay
JMJD2A Tudor inh – inhibitors of human JMJD2A Tudor domain; AlphaScreen JMJD2A-Tudor / H3K4me3 peptide binding; hit rate 4.4% among 390,000; Potency, µM (highest dose often 114 µM), for inactives: top-dose activity change, negative = inhibition, usual class: inhibitors; note: % is set by controls: 0 for no effect and ±100 for the full control effect; nearly all actives have a fitted effect of over 50% in size
APE1 inh – inhibitors of human APE1 endonuclease; AID 2517; Potency, µM (series often up to 65.8 µM), without a hit: top-dose activity change, negative = inhibition, most hits filed as inhibitors; P27695; recombinant APE1, TAMRA/BHQ-2 abasic DNA cleavage fluorescence; hit rate 0.35% among 350,000;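 note: plate controls were vehicle for no effect and reference inhibitor for full effect; nearly all actives have a fitted effect of over 55% in size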
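Readout is kinetic fluorescence (ex 525, em 598 nm) from cleavage of 50 nM TAMRA/BHQ-2 THF abasic duplex by 0.75 nM APE1, compound added 15 min beforehand at RT.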
Pol eta inh – inhibitors of human DNA polymerase eta; Q9Y253; recombinant Pol eta, fluorescent DNA replication assay; Potency, µM (highest dose often 114 µM), inactives show at the highest dose activity change, negative = inhibition, actives largely listed as inhibitors; hit rate 1.2% among 390,000; AID 588591; note: % is set by controls: 0 for no effect and ±100 for the full control effect
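Pol eta (10 nM) was preincubated with compounds for 15 min at room temperature, after which fluorescent replication substrate (50 nM final) was added to start the reaction. Fluorescence was read kinetically at 0 and 10 min.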
POLI inh – blocks human DNA polymerase iota activity; Q9UNA4; Pol iota fluorescent replication assay, 10 min; Potency, µM (titrated, usually from 115 µM), without a hit: top-dose activity, negative = inhibition, usual class: inhibitors; hit rate 1% among 390,000; AID 588590
Target sequence (Q9UNA4 whole entry, looked up): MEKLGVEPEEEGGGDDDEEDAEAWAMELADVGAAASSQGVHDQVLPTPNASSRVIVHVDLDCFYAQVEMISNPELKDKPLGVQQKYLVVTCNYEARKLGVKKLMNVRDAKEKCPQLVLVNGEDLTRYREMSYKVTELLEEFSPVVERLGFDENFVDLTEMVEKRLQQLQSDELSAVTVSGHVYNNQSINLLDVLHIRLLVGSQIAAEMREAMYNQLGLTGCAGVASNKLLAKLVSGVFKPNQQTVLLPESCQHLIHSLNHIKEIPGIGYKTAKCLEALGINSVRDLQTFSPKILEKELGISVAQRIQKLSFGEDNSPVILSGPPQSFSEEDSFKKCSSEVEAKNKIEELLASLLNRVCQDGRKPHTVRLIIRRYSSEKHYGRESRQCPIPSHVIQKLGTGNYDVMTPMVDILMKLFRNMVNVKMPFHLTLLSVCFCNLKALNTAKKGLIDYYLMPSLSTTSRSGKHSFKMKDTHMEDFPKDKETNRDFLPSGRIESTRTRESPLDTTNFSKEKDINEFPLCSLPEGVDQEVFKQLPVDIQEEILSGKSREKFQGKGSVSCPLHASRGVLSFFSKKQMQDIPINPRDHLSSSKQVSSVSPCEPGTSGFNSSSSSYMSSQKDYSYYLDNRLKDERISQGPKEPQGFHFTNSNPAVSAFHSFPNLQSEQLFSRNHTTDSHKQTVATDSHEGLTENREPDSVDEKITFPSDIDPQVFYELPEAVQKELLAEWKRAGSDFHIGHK
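Pol iota at 10 nM preincubated 15 min with compounds at room temperature; reaction started with fluorescent substrate, 50 nM final. Fluorescence read kinetically at 0 and 10 min; buffer-only wells as negative control.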
Pol kappa inh – inhibitors of human DNA polymerase kappa; purified Pol kappa, fluorescent DNA synthesis assay, 10 min; hit rate 0.53% among 400,000; Potency, µM (highest dose often 107 µM), for inactives: at the highest dose activity, negative = inhibition, actives largely listed as inhibitors; Q9UBT6; AID 588579; note: % is set by controls: 0 for no effect and ±100 for the full control effect
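Fluorescent qHTS in 1536-well format: enzyme (10 nM) and compound sat 15 min at room temperature before 50 nM substrate (final) was added. Signal taken at 0 and 10 min; no-enzyme buffer wells were negative controls.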
G9a block – blocks human histone lysine methyltransferase G9a | G9a H3K9 monomethylation, AlphaScreen, 2 h | Potency, µM (doses to about 102 µM), for the others: top-dose activity, negative = inhibition, hits mostly inhibitors | hit rate 8.8% among 350,000; note: % is set by controls: 0 for no effect and ±100 for the full control effect; nearly all actives have a fitted effect of over 75% in size
Target sequence (Q96KQ7 913-1193 limits assumed): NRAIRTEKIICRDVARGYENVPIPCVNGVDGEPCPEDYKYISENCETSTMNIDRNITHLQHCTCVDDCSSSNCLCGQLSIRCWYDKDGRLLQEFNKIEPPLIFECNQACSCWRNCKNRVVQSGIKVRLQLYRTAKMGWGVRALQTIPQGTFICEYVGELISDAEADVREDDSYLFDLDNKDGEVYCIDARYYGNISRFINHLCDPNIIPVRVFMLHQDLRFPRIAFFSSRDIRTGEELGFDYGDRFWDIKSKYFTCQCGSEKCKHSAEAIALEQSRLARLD
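G9a (20 nM) was preincubated 15 min with compound, then reacted 2 h at room temperature with 500 nM biotin-H3K9 peptide and 20 µM SAM. Monomethyl-H3K9 detected by AlphaScreen using anti-H3K9me1 antibody.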
BLM helicase inh – Bloom syndrome helicase (human) inhibition; P54132; recombinant BLM DNA unwinding, fluorescence dequenching; Potency, µM (highest dose often 56.1 µM), for inactives: at the highest dose activity change, negative = inhibition, hits mostly inhibitors; hit rate 0.2% among 350,000; AID 2528;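 note: plate controls were vehicle for no effect and no enzyme for full effect; nearly all actives have a fitted effect of over 35% in size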
Pol beta inh – blocks human DNA polymerase beta activity; P06746; hit rate 1.3% among 340,000; Pol beta primer extension/strand displacement, fluorescence kinetic; Potency, µM (top dose mostly 114 µM), for the others: at the top dose activity change, negative = inhibition, most hits filed as inhibitors; AID 485314; note: % is set by controls: 0 for no effect and ±100 for the full control effect
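Reaction started by 50 nM substrate onto compound-treated Pol beta (10 nM, 15 min preincubation, room temperature); plates read at 0 min and 10 min. Normalized concentration-effect data fitted by four-parameter Hill equation.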
BAZ2B inh – blocks human BAZ2B; Q9UIF8; AlphaScreen BAZ2B-H3K14Ac peptide displacement; Potency, µM (series often up to 114 µM), without a hit: at the highest dose activity change, negative = inhibition, usual class: inhibitors; hit rate 4.4% among 360,000; note: % is set by controls: 0 for no effect and ±100 for the full control effect; nearly all actives have a fitted effect of over 60% in size
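Complex of BAZ2B and biotin-H3K14Ac (50 nM apiece) forms over 30 min at RT, then faces library compounds up to 110 uM for another 30 min; AlphaScreen beads added, 20 min dark incubation, luminescence read.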
An asterisk follows results filed as active; ? = inconclusive; / = not tested or not shown; & = joins results of further samples; ! = repeats disagree; [ ] = remark or other dose. Calls come from the whole dose curve; as a rule, active = well fitted curve in the direction sought with a large enough effect; inconclusive = small, poorly fitted or top-dose-only effect, or another doubt; inactive = no such curve, though single readings can be large; an effect the other way counts as inactive or inconclusive. Potency is the fitted concentration of half-maximal effect.

SMILES	JMJD2A Tudor inh	APE1 inh	Pol eta inh	POLI inh	Pol kappa inh	G9a block	BLM helicase inh	Pol beta inh	BAZ2B inh
COc1ccc2cc(-c3[nH]ncc3CN3CCCCO3)ccc2c1	-32%	4%	-23%	42%[activator]	-11%	-11%	-6%	-3%	-26%
Cc1ccc(Cl)cc1NS(=O)(=O)N1CCOCC1	-2%	38%	-11%	?	-10%	?	2%	-1%	1%
CCc1cccc(C)c1NC(=O)Cn1nnc(-c2nc(-c3ccccc3F)no2)c1N	-26%	/	?	28%	1%	?	-16%	?	56µM*
Brc1cnc2ccccc2c1N1CCCCC1	65%[activator]	/	-4%	61%[activator]	0%	/	/	/	/
CCc1ccc(NS(=O)(=O)c2ccc3[nH]cc(C(=O)N(C)Cc4ccco4)c(=O)c3c2)cc1	-30%	?	89µM*	?	-24%&-19%	89µM*	-5%&-3%	45µM*!	?
CC(C)N1CCN(C(=O)c2ccc(OC3CCN(CCc4ccccc4)CC3)cc2)CC1	-3%	18%	-10%	10%	-12%	-4%	4%	14%	-15%
Cn1nnnc1SCC1=C(C(=O)O)N2C(=O)C(NC(=O)Cn3nc(C(F)F)cc3C3CC3)C2SC1 (stereo not given)	-18%	-5%	20µM*	35µM*	?	?	-9%	18µM*	71µM*
Cc1cc(Cl)ccc1OCC(=O)Nc1c(Cl)ccc2nsnc12	3%	/	-4%	-18%	-7%	-36%[59 µM]	-1%	11%	-14%
COc1ccc(C2CC(c3cccs3)=NN2S(C)(=O)=O)cc1 (stereo not given)	-18%	0%	-5%	48%[activator]	-12%	4%	1%	45%	-2%
COc1ccc(C)cc1N1CC(C(=O)Nc2ccccc2C(=O)NC2CC2)CC1=O (stereo not given)	4%	0%	-7%	-7%	0%	-2%[2.33 µM]	/	/	9%
Cc1ccc(C(=O)NCC(c2ccco2)S(=O)(=O)c2cccs2)cc1C (stereo not given)	-22%	/	-15%	4%	-5%[60.1 µM]	6%[59 µM]	-2%	-15%	-9%
Cc1ccc(C(=O)Nc2nc3ccc(Cl)cc3s2)o1	2%	/	-8%	34%[activator]	5%	/	/	/	/
CC(C)Cn1c(N)c(C(=O)COC(=O)c2cc(C(F)(F)F)nc3ccccc23)c(=O)n(C)c1=O	-32%	-8%&-11%	-13%	35%[activator]	0%	?	-12%&-11%	19%	-32%
CC(=O)Nc1ccc(NC(=O)CSc2nc(N)c(NC(=O)c3ccccc3F)c(=O)[nH]2)cc1	-19%	6%	25µM*	40µM*	?	26%	-13%	?	?
Cc1ccc(O)c(C(=O)/C=C/c2ccc3c(c2)OCCO3)c1	28µM*	16%	9%	-6%	-8%	25µM*	-15%	26%	28µM*
CCN(C(=O)COC(=O)/C=C/c1ccc(S(=O)(=O)N2CCc3ccccc32)cc1)C1CCS(=O)(=O)C1 (stereo not given)	-20%	-9%	-5%	27%	-3%	?	-4%	4%	-29%
COc1ccc(Cl)cc1NC(=O)c1cc(-c2ccccc2O)n[nH]1	-17%	7%	-10%	21%	4%	-20%	7%	28%	-26%
COc1ccc(C2/C=C\CN(C(=O)CC(C)(C)C)CC(=O)N2Cc2ccc(F)cc2)cc1 (stereo not given)	-19%&-22%	-5%&13%	-13%	7%&-4%	-19%&0%	18%[12.7 µM]	-2%&-2%	18%	-10%
COc1ccc(C2(C)C(C#N)C(=O)NC(=O)C2C#N)cc1 (stereo not given)	-22%	/	-19%	7%	-7%	/	/	/	/
O=C(Cn1c(=O)n(-c2ccccc2)c(=O)c2c3c(sc21)CCCC3)Nc1cccc(F)c1	4%	/	-18%	37%[activator]	-5%	2%[59 µM]	-4%	-17%	0%
Cc1nn(Cc2ccccc2)c(Cl)c1/C=C/C(=O)OCC(=O)N(C)C1CCS(=O)(=O)C1 (stereo not given)	-8%[11.4 µM]	-2%	-2%	80%[activator]	-10%	?	-1%	-1%	0%
CCCCCNCc1cccc(Br)c1	-5%	6%	-12%	110%[activator]	-6%	9%	-2%	26%	-5%
CCCCCCCCc1nc(SCC(C)=O)n[nH]1	-6%	-12%	-7%	5%	0%	0%	-4%	1%	3%
CCCn1c2ccccc2c2cnn(CC(=O)N3CCCC(C(=O)OCC)C3)c(=O)c21 (stereo not given)	79µM*	/	-21%	3%	-11%[60.1 µM]	-3%[59 µM]	5%	-3%	3%
CC(=O)c1cn(-c2ccc([N+](=O)[O-])cc2)c(=O)n(C)c1=O	3%	/	-4%	167%[activator]	-13%	/	/	/	/

Ten compounds from above, arranged by molar mass, highest first.
SMILES	JMJD2A Tudor inh	APE1 inh	Pol eta inh	POLI inh	Pol kappa inh	G9a block	BLM helicase inh	Pol beta inh	BAZ2B inh
CC(C)Cn1c(N)c(C(=O)COC(=O)c2cc(C(F)(F)F)nc3ccccc23)c(=O)n(C)c1=O	-32%	-8%&-11%	-13%	35%[activator]	0%	?	-12%&-11%	19%	-32%
CC(=O)Nc1ccc(NC(=O)CSc2nc(N)c(NC(=O)c3ccccc3F)c(=O)[nH]2)cc1	-19%	6%	25µM*	40µM*	?	26%	-13%	?	?
CCc1ccc(NS(=O)(=O)c2ccc3[nH]cc(C(=O)N(C)Cc4ccco4)c(=O)c3c2)cc1	-30%	?	89µM*	?	-24%&-19%	89µM*	-5%&-3%	45µM*!	?
COc1ccc(C)cc1N1CC(C(=O)Nc2ccccc2C(=O)NC2CC2)CC1=O (stereo not given)	4%	0%	-7%	-7%	0%	-2%[2.33 µM]	/	/	9%
Cc1ccc(C(=O)NCC(c2ccco2)S(=O)(=O)c2cccs2)cc1C (stereo not given)	-22%	/	-15%	4%	-5%[60.1 µM]	6%[59 µM]	-2%	-15%	-9%
COc1ccc(Cl)cc1NC(=O)c1cc(-c2ccccc2O)n[nH]1	-17%	7%	-10%	21%	4%	-20%	7%	28%	-26%
COc1ccc(C2CC(c3cccs3)=NN2S(C)(=O)=O)cc1 (stereo not given)	-18%	0%	-5%	48%[activator]	-12%	4%	1%	45%	-2%
COc1ccc2cc(-c3[nH]ncc3CN3CCCCO3)ccc2c1	-32%	4%	-23%	42%[activator]	-11%	-11%	-6%	-3%	-26%
CC(=O)c1cn(-c2ccc([N+](=O)[O-])cc2)c(=O)n(C)c1=O	3%	/	-4%	167%[activator]	-13%	/	/	/	/
COc1ccc(C2(C)C(C#N)C(=O)NC(=O)C2C#N)cc1 (stereo not given)	-22%	/	-19%	7%	-7%	/	/	/	/

Remaining list, next part.
SMILES	JMJD2A Tudor inh	APE1 inh	Pol eta inh	POLI inh	Pol kappa inh	G9a block	BLM helicase inh	Pol beta inh	BAZ2B inh
COc1ccccc1C(=O)Nc1ccc2c(c1)nc(CCNC(C)=O)n2C	-5%	?	-8%	56%[activator]	-3%	-7%[59 µM]	2%	-16%	-3%
Nc1nc(COC(=O)c2ccc3c(c2)OCCO3)nc(Nc2ccccc2)n1	-25%	-6%	?	-3%	-4%	19%[2.33 µM]	/	/	?
CC(=O)NCC(=O)NC(Cc1ccccc1)C(N)=O (stereo not given)	-3%	2%	-3%	3%	-6%	-6%[59 µM]	5%	14%	0%
Oc1ccccc1C1=NN(c2ccccc2)C(c2ccc(F)cc2)C1 (stereo not given)	220%[activator]	13%	-8%	16%	-13%	386%[activator]	-13%	0%	140%[activator]
O=S(=O)(c1cccc(S(=O)(=O)N2CCC(n3nnc4ccccc43)CC2)c1)N1CCCCC1	-10%	1%	-14%	4%	5%	-8%	-5%	9%	9%
CCNS(=O)(=O)c1ccc(NC(=O)c2cccnc2)cc1	-7%	-4%	-2%	-7%[58.9 µM]	-20%	9%[12.7 µM]	3%	27%	10%
COCC1CCCN(Cc2nc(C(c3ccccc3)c3ccccc3)no2)C1 (stereo not given)	2%	1%	-7%	10%	-20%	-16%	-6%	23%	-7%
COC(=O)c1ccc(C)c(NC(=O)Cn2c(C)csc2=O)c1	-6%	38%	-18%	23%	2%	/	/	/	/
CCOc1ccc(CCNC(=O)c2cc3c(=O)n(C)c4ccccc4c3s2)cc1OCC	-17%	/	-9%	12%	-1%	8%[59 µM]	-2%	42%	/
COc1ccc(OC)c(S(=O)(=O)N2CCN(c3c(C)cccc3C)CC2)c1	-29%	-6%	-27%	8%	-15%	?	0%	-1%	-35%
O=C(Nc1ccc(Br)cc1)C1CCN(S(=O)(=O)c2cccc3nsnc23)CC1	-14%	/	2%	-20%	-2%	-3%[59 µM]	-3%	3%	/
CCc1ccc(/C=c2\s/c(=C\C(=O)C(C)(C)C)[nH]c2=O)cc1	-19%	-5%	-15%	-2%	-24%	-38%[12.7 µM]	4%	-6%	2%
O=C(OC(C(=O)Nc1ccc([N+](=O)[O-])cc1Br)c1ccccc1)c1ccccc1 (stereo not given)	-34%	-1%	-16%	121%[activator]	-13%	?	-10%	18%	?
Cc1c(C)c2ccc(OCC(=O)Nc3ccccc3C(N)=O)cc2oc1=O	-6%	28%	-13%	7%	8%	17%[12.7 µM]	-2%	-7%	2%
C=CCN(C(=O)C1CSC2(C)CCC(=O)N12)c1nc(-c2ccccc2)cs1 (stereo not given)	-24%	11%	-16%	0%	-9%	?	/	/	-34%
CCOC(=O)c1cnc2c(ccc3ccccc32)c1N	-21%	-12%	16%	-11%	-6%	/	-7%	56%	6%

This is a subset (hit frequency here may not be typical).
